IDH1 mut inh = inhibitors of IDH1 R132H reductase, primary screen, biochemical, plate reader, single point | Isocitrate dehydrogenase [NADP] cytoplasmic (Homo sapiens), O75874 | diaphorase/resazurin fluorescence, 60 min | inhibition, % at 10 µM | 70,000 tested, 0.18% active | AID 624101, 2012; in the data active = inhibition above about 34%;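 also: 0% = DMSO and 100% = no enzyme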
Target sequence (O75874 whole entry R132H): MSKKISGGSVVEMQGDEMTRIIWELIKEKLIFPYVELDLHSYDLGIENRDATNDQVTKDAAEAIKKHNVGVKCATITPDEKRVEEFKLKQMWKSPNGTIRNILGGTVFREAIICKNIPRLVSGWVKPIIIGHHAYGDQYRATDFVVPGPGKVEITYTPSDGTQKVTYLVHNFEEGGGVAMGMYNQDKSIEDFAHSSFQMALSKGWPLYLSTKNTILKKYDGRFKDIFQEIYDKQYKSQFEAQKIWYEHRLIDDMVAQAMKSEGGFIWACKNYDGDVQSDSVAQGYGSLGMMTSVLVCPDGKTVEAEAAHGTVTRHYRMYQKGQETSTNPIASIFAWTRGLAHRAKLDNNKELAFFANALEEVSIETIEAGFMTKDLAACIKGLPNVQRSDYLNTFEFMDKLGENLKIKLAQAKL
EZH2 inh = EZH2/PRC2 methyltransferase inhibitors, primary screen, biochemical, DELFIA time-resolved fluorescence, single point. PRC2 H3K27 methylation, DELFIA TRF, 1 h. inhibition, % at 12.5 µM. 57,000 tested, 0.35% active;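 active = mean inhibition of replicates at least 50% and every single replicate also reaching 50%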;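 also: dimethyl H3K27 on biotinylated H3 21-44 peptide detected by antibody; plate controls were median neutral control wells for no effect and median positive control wells for full effect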
* marks the source's active call; other numbers are inactive results; . = not tested or not shown.

Each structure is followed by: IDH1 mut inh | EZH2 inh
1) C=CCNC(=O)[C@H]1[C@@H]2C(=O)O[C@@H](c3ccccc3)[C@@H](c3ccccc3)N2[C@@H](c2ccc(OCCO)cc2)[C@]12C(=O)N(C(=O)OCCOC)c1ccc(C#CCC(C(=O)OC)C(=O)OC)cc12
    . | -12
2) COCC(=O)N[C@@H]1CC[C@@H](CC(=O)NCc2ccc(Cl)cc2)O[C@H]1CO
    0.3 | -5
3) C[C@@H]1CN([C@@H](C)CO)C(=O)c2cc(NC(=O)CCCCCC(=O)Nc3ccccc3N)ccc2O[C@H]1CN(C)CC1CCCCC1
    . | -38
4) CO[C@H]1CN(C)C(=O)c2cc(NS(C)(=O)=O)ccc2OC[C@H](C)N(C(=O)C2CCOCC2)C[C@H]1C
    0.7 | 7
5) Cc1cc(O)cc(C)c1Cl
    -0.5 | 16
6) Cc1ccc2cc(S(=O)(=O)NCc3ccco3)ccc2c1
    -0.4 | 12
7) COc1cc(OC)cc(-c2nnc(SCC(=O)Nc3ccccc3)o2)c1
    0.3 | 15
8) CC(=O)N(C)C[C@@H]1Oc2ncc(-c3cccc(F)c3)cc2C(=O)N([C@H](C)CO)C[C@H]1C
    0.1 | -16
9) C[C@@H]1CN([C@H](C)CO)C(=O)c2cc(NC(=O)CCC(F)(F)F)ccc2O[C@@H]1CN(C)C
    2.2 | 0
10) CCCC#Cc1ccc2c(c1)O[C@H](CN(C)S(C)(=O)=O)[C@@H](C)CN([C@@H](C)CO)S2(=O)=O
    -1.7 | -13
11) Cc1ccc(C)c(NC(=O)CN(c2cccc(F)c2)S(C)(=O)=O)c1
    -0.2 | 4
12) CC(C)NC(=O)Nc1ccc2c(c1)C(=O)N([C@H](C)CO)C[C@H](C)[C@@H](CN(C)C(=O)Nc1ccccc1)OCCCC[C@H](C)O2
    -1.1 | -6
13) O=C(C[C@H]1C=C[C@@H](NC(=O)C2CCOCC2)[C@@H](CO)O1)NCC1CC1
    0.2 | 10
14) C[C@H]1CN([C@@H](C)CO)S(=O)(=O)c2ccc(-c3ccccc3)cc2O[C@@H]1CN(C)C(=O)C1CCCCC1
    4.2 | -5
15) C[C@@H]1CCCCO[C@H](CN(C)C(=O)CCCN(C)C)[C@@H](C)CN([C@H](C)CO)C(=O)c2cc(NS(=O)(=O)c3ccccc3)ccc2O1
    0.2 | .
16) O=C(N[C@@H]1C=C[C@H](CC(=O)N2CCC(Cc3ccccc3)CC2)O[C@@H]1CO)c1cnccn1
    -0.2 | 4
17) C[C@H](CO)N1C[C@H](C)[C@H](CN(C)CC2CCCCC2)Oc2ccc(NC(=O)Nc3ccccc3)cc2C1=O
    -0.1 | .
18) C[C@H]1CN([C@@H](C)CO)C(=O)Cc2cc(N(C)C)ccc2O[C@@H]1CN(C)C(=O)Nc1cccc2ccccc12
    -0.9 | -3
19) CCc1c(C)nc(SCC(=O)Nc2ccc(Cl)cc2)[nH]c1=O
    -0.2 | -19
20) CO[C@H]1CN(C)C(=O)c2cc(NC(=O)NC(C)C)ccc2OC[C@@H](C)NC[C@H]1C
    . | 5
21) CCCNC(=O)N1C[C@H](C)[C@@H](OC)CN(C)C(=O)c2cc(NC(C)=O)ccc2OC[C@@H]1C
    -0.1 | 3
22) O=C(C[C@H]1CC[C@@H](NC(=O)c2ccccc2)[C@H](CO)O1)NCc1ccncn1
    0.3 | 1
23) COCC(=O)Nc1ccc2c(c1)C(=O)N(C)C[C@H](OC)[C@H](C)CN(Cc1ccncc1)[C@H](C)CO2
    -0.4 | 24
24) CC(C)NC(=O)Nc1ccc2c(c1)C(=O)N([C@@H](C)CO)C[C@H](C)[C@H](CN(C)C(=O)Nc1cccc3ccccc13)O2
    3.0 | 1
25) C[C@H](CO)N1C[C@H](C)[C@@H](CN(C)C(=O)Nc2ccc(F)cc2)Oc2ncc(C3=CCCCC3)cc2C1=O
    -7.1 | -2
26) COc1ccc(S(=O)(=O)N(C)C[C@H]2Oc3ncc(C#CC4(O)CCCC4)cc3C(=O)N([C@H](C)CO)C[C@H]2C)cc1
    . | 3
27) CC(NS(=O)(=O)c1ccc(Br)cc1)C(=O)Nc1ccccc1 (stereo not drawn)
    -0.1 | -5
28) COc1ccccc1-c1cnc2c(c1)C(=O)N([C@H](C)CO)C[C@H](C)[C@H](CN(C)Cc1ccncc1)O2
    -0.2 | .
29) COc1ccc(S(=O)(=O)Nc2ccc3c(c2)CC(=O)N([C@@H](C)CO)C[C@@H](C)[C@H](CN(C)Cc2ccncc2)O3)cc1
    11 | .
30) C[C@H]1CN([C@@H](C)CO)S(=O)(=O)c2ccc(-c3ccc(F)cc3)cc2O[C@@H]1CN(C)Cc1ccccc1C(=O)O
    4.4 | 4

Whole records, quoted from the list:
Record of COCC(=O)N[C@@H]1CC[C@@H](CC(=O)NCc2ccc(Cl)cc2)O[C@H]1CO → IDH1 mut inh: 0.3; EZH2 inh: -5
Record of C[C@H]1CN([C@@H](C)CO)S(=O)(=O)c2ccc(-c3ccccc3)cc2O[C@@H]1CN(C)C(=O)C1CCCCC1 → IDH1 mut inh: 4.2; EZH2 inh: -5
Record of CC(NS(=O)(=O)c1ccc(Br)cc1)C(=O)Nc1ccccc1 (stereo not drawn) → IDH1 mut inh: -0.1; EZH2 inh: -5

Further structures.
Each structure is followed by: IDH1 mut inh | EZH2 inh
31) O=C(N[C@H]1CC[C@H](CCNS(=O)(=O)c2ccccc2Cl)O[C@@H]1CO)c1ccc(F)cc1
    -0.1 | 3
32) COc1ccc(Cl)cc1NC(=O)CN(c1cc(Cl)c(Cl)cc1Cl)S(C)(=O)=O
    -0.4 | -15
33) CCCN(C)C[C@H]1Oc2cc(C#C[C@@H](C)O)ccc2S(=O)(=O)N([C@H](C)CO)C[C@H]1C
    -2.0 | -3
34) COc1ccc(C#Cc2ccc3c(c2)O[C@H](CN(C)S(=O)(=O)c2ccccc2F)[C@@H](C)CN([C@@H](C)CO)S3(=O)=O)cc1
    0.3 | -18
35) Cn1c(SCc2nc(-c3ccc(Cl)cc3)no2)nnc1-c1ccccc1
    -0.7 | -15
36) COc1c(OC)c(O)c2c(=O)cc(-c3ccc(O)cc3)oc2c1OC
    5.2 | 3
37) C[C@@H]1CN([C@@H](C)CO)C(=O)c2cc(Br)cnc2O[C@H]1CN(C)S(=O)(=O)c1ccc(F)cc1
    -4.8 | 14
38) Cc1cc2ncn(CC(O)COc3ccc4cc(Br)ccc4c3)c2cc1C (stereo not drawn)
    0.4 | -4
39) O=C(C[C@H]1CC[C@H](NC(=O)C2CC2)[C@H](CO)O1)Nc1ccccc1
    -0.1 | -3
40) COc1ccccc1CN(C)C[C@@H]1OCc2cnnn2CCCC(=O)N([C@@H](C)CO)C[C@H]1C
    -0.1 | -3
41) CSc1ccccc1NC(=O)CN(c1cccc([N+](=O)[O-])c1)S(C)(=O)=O
    0.2 | 3
42) CNC[C@@H]1Oc2ncc(C#Cc3ccccc3F)cc2C(=O)N([C@H](C)CO)C[C@@H]1C
    0.1 | -19
43) CC(C)CC#Cc1ccc2c(c1)O[C@H](CN(C)C(=O)c1ccccn1)[C@H](C)CN([C@H](C)CO)S2(=O)=O
    -2.0 | .
44) COCc1cn(CC[C@@H]2CC[C@H](NC(=O)Nc3ccc(Cl)cc3)[C@@H](CO)O2)nn1
    0.5 | 1
45) C[C@@H]1CN([C@H](C)CO)C(=O)Cc2cc(NC(=O)Cc3cn(C)c4ccccc34)ccc2O[C@@H]1CN(C)CC1CCCCC1
    -2.9 | .
46) Cc1noc(C)c1NC(=O)Nc1ccc2c(c1)C(=O)N([C@@H](C)CO)C[C@@H](C)[C@@H](CN(C)Cc1ccncc1)OCCCC[C@H](C)O2
    2.3 | .
47) CCC(=O)N1C[C@H](C)[C@@H](OC)CN(C)C(=O)c2ccc(NC(=O)Nc3ccccc3)cc2OC[C@H]1C
    -0.1 | 6
48) C[C@H]1CN([C@@H](C)CO)S(=O)(=O)c2ccc(Br)cc2O[C@H]1CN(C)C(=O)Cc1ccccn1
    . | 6
49) C[C@H]1CN([C@@H](C)CO)C(=O)c2cccc(N(C)C)c2O[C@@H]1CN(C)Cc1ccc(C(F)(F)F)cc1
    -2.7 | -7
50) CCn1c(SCC(=O)N2c3ccccc3CCc3ccccc32)nnc1-c1ccco1
    -0.3 | -1
51) CC(C)NC(=O)Nc1cccc2c1O[C@@H](CN(C)C(=O)Nc1ccc(F)cc1)[C@@H](C)CN([C@H](C)CO)C2=O
    . | -11
52) CN1CCN(C(=O)C[C@H]2CC[C@H](NC(=O)c3ccc4c(c3)OCO4)[C@H](CO)O2)CC1
    -0.1 | -5
53) CCCNC(=O)N(C)C[C@@H]1Oc2cc(-c3ccc(C)cc3)ccc2S(=O)(=O)N([C@H](C)CO)C[C@H]1C
    -1.0 | 0
54) COc1ccc(NC(=O)Nc2ccc3c(c2)C(=O)N([C@H](C)CO)C[C@H](C)[C@H](CN(C)S(=O)(=O)c2ccc(Cl)cc2)O3)cc1
    0.4 | .
55) C[C@H](CO)N1C[C@H](C)[C@H](CN(C)C(=O)NC2CCCCC2)Oc2ccc(NC(=O)CCCCCC(=O)Nc3ccccc3N)cc2C1=O
    -0.5 | -14
56) O=C(CSc1nc(N2CCCCC2)nc(N2CCCCC2)n1)Nc1ccc([N+](=O)[O-])cc1
    -0.3 | -8
57) CCC(=O)N[C@H]1C=C[C@@H](CC(=O)OC)O[C@@H]1CO
    -0.5 | -2
58) C[C@@H]1CN([C@H](C)CO)C(=O)c2cc(NS(=O)(=O)c3ccccc3)ccc2O[C@@H]1CN(C)Cc1ccc(C(=O)O)cc1
    0.5 | .
59) O=C(Cc1ccncc1)NCC[C@@H]1CC[C@H](NC(=O)Nc2ccc(F)cc2)[C@H](CO)O1
    0.1 | -9
60) C[C@@H]1CCCCO[C@H](CN(C)C(=O)Nc2cccc3ccccc23)[C@H](C)CN([C@@H](C)CO)C(=O)c2cc(NC(=O)NC3CCCCC3)ccc2O1
    0.6 | .

More records follow.
Each structure is followed by: IDH1 mut inh | EZH2 inh
61) Cc1ccccc1S(=O)(=O)N(C)C[C@@H]1OCc2ccccc2-c2ccccc2C(=O)N([C@@H](C)CO)C[C@@H]1C
    . | -10
62) C[C@H]1CN([C@@H](C)CO)C(=O)c2ccccc2-c2ccccc2CO[C@@H]1CN(C)C(=O)Nc1ccccc1C(F)(F)F
    -4.7 | -12
63) C[C@H](CO)N1C[C@H](C)[C@@H](CN(C)S(=O)(=O)c2ccc(Cl)cc2)Oc2ccc(NC(=O)Nc3ccc4c(c3)OCO4)cc2C1=O
    0.0 | .
64) Cc1ccccc1S(=O)(=O)N[C@@H]1CC[C@H](CCNS(=O)(=O)c2cccc(F)c2)O[C@@H]1CO
    -0.1 | 3
65) COc1ccccc1NC(=O)N[C@H]1CC[C@H](CC(=O)N[C@@H](C)c2ccccc2)O[C@@H]1CO
    0.2 | 4
66) NCC[C@H]1CC[C@H](NC(=O)NC2CCCCC2)[C@@H](CO)O1
    -0.1 | 12
67) CC(=O)n1cc([C@@H]2C=C(C(=O)Nc3ccccc3)O[C@H](OCCCCO)C2)c2ccccc21
    . | 4
68) COc1cc(O)c2c(c1C)C(C)C(O)(CO)OC2=O (stereo not drawn)
    0.2 | -9
69) COc1cccc(S(=O)(=O)Nc2ccc3c(c2)OC[C@@H](C)N(C(=O)Cc2cccnc2)C[C@H](C)[C@@H](OC)CN(C)C3=O)c1
    . | -3
70) COc1ccc(NC(=O)N[C@@H]2CC[C@H](CCn3cc(-c4ccccc4)nn3)O[C@H]2CO)cc1
    0.8 | -6
71) C[C@@H]1CN([C@H](C)CO)S(=O)(=O)c2ccc(C#Cc3ccc(F)cc3)cc2O[C@@H]1CN(C)S(C)(=O)=O
    1.2 | -18
72) C[C@@H]1CN([C@H](C)CO)C(=O)Cc2cc(NS(C)(=O)=O)ccc2O[C@H]1CN(C)CC1CCCCC1
    -0.1 | -3
73) CO[C@@H]1CN(C)C(=O)c2cc(NC(=O)C3CC3)ccc2OC[C@@H](C)N(C(=O)C2CCCCC2)C[C@H]1C
    0.2 | 8
74) O=C(N[C@@H]1C=C[C@H](CC(=O)N2CCCCC2)O[C@@H]1CO)c1ccccn1
    -0.4 | -2
75) C=CCN1C(=O)[C@@]2(O[C@@H](CCn3cc([C@H](O)c4ccccc4)nn3)[C@H]([Si](C)(C)c3ccc(OC)cc3)[C@H]2C)c2cc(N3CCOC3=O)ccc21
    . | 13
76) COC(=O)c1sccc1NC(=O)Cn1nnc(-c2ccc(C)cc2)n1
    0.2 | 18
77) COCC(=O)N(C)C[C@H]1Oc2cc(-c3ccncc3)ccc2S(=O)(=O)N([C@H](C)CO)C[C@H]1C
    -0.2 | 5
78) C[C@@H]1CN([C@H](C)CO)C(=O)Cc2cc(NS(C)(=O)=O)ccc2O[C@@H]1CN(C)Cc1ccc(-c2ccccc2)cc1
    1.0 | -2
79) Cc1ccccc1-c1cnc2c(c1)C(=O)N([C@@H](C)CO)C[C@@H](C)[C@@H](CN(C)Cc1cccnc1)O2
    0.1 | .
80) COc1ccc(NC(=O)N(C)C[C@@H]2Oc3ccc(NC(=O)Cc4cn(C)c5ccccc45)cc3CC(=O)N([C@@H](C)CO)C[C@H]2C)cc1
    -0.6 | .
81) Cc1ccc(C2=NNC(=O)C(c3cn(CCC#N)c4ccccc34)C2)cc1 (stereo not drawn)
    3.1 | .
82) C[C@H]1CN([C@@H](C)CO)C(=O)c2cc(NC(=O)Nc3cccc4ccccc34)ccc2O[C@@H]1CN(C)C(=O)NC1CCCCC1
    0.3 | 7

Entries shown so far containing a CF3 group:
Each structure is followed by: IDH1 mut inh | EZH2 inh
9) C[C@@H]1CN([C@H](C)CO)C(=O)c2cc(NC(=O)CCC(F)(F)F)ccc2O[C@@H]1CN(C)C
    2.2 | 0
49) C[C@H]1CN([C@@H](C)CO)C(=O)c2cccc(N(C)C)c2O[C@@H]1CN(C)Cc1ccc(C(F)(F)F)cc1
    -2.7 | -7
62) C[C@H]1CN([C@@H](C)CO)C(=O)c2ccccc2-c2ccccc2CO[C@@H]1CN(C)C(=O)Nc1ccccc1C(F)(F)F
    -4.7 | -12

Screens from PubChem BioAssay.

Not all compounds are listed; the hit share may differ from the screen's.
